ABCG2 inh = inhibitors of human ABCG2 transporter, ABCB1 counter-screen. Q9UNQ0. IgMXP3 cells, JC-1 efflux, flow cytometry. inhibition, % at 6.6 µM. hit rate 0.1% among 190,000. AID 1325;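 active = inhibition above 80%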;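 also: 0% = DMSO and 100% = nicardipine control wells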
Target sequence (Q9UNQ0 whole entry, looked up): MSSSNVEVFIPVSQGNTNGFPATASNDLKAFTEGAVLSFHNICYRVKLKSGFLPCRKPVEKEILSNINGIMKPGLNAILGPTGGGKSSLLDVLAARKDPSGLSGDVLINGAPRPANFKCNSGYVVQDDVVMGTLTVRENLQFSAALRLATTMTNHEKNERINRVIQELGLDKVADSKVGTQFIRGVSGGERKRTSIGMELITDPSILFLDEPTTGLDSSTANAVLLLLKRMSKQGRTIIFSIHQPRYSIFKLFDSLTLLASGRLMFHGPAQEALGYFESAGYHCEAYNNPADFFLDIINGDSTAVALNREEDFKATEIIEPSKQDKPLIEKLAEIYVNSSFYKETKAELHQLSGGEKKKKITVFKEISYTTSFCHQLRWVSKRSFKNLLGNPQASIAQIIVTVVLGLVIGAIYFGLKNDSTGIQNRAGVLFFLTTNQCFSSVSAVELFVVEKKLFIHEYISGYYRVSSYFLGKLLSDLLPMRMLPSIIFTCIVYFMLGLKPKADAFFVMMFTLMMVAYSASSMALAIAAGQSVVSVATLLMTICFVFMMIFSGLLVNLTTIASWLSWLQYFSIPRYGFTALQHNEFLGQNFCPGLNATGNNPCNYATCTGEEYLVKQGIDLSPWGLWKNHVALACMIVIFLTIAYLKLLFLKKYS
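Read-out basis: Efflux inhibition in percent versus controls | Test system: ABCG2 IgMXP3 and barcoded ABCB1 CCRF-Adr cell mix | Quantity: 3 million cells/mL in well | Schedule: 10 min at 25 °C | Control set: Nicardipine as high control, DMSO as low control | Reagent: JC-1 as fluorescent efflux pump substrate | Signal: Flow cytometry of retained JC-1 fluorescence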
Bim-Bcl-2 = human Bim-Bcl-2 interaction inhibition | P10415 | Bead-based flow cytometry, Bim peptide-Bcl-2 binding | inhibition, % at 10 µM | hit rate 0.06% among 190,000; in the data active = inhibition above about 40%; inconclusive = no clear call, values can overlap the other calls;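 also: 0% = no compound wells with probe peptide and 100% = reference peptide inhibitor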
ABCB1 block = blocks JC-1 efflux by human ABCB1 transporter. inhibition, % at 6.6 µM. CCRF-Adr cells, flow cytometry. P08183. hit rate 0.067% among 190,000; in the data active = inhibition above about 40%;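 also: 0% = vehicle and 100% = reference inhibitor; higher value means more JC-1 retained so stronger ABCB1 efflux block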
RGS4-Gao reg = human RGS4-Galphao interaction regulation; Multiplexed bead flow cytometry, RGS4-Galphao binding; actives lie on both sides; binding response (% of control), % at 10 µM; hit rate 0.33% among 220,000; AID 1415; in the data active = binding response below about 49% or above about 150%; inactive = in between;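 also: fluorescent Galphao activated with aluminum fluoride binding bead-coupled RGS4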
Avidin fluor = compound fluoresces at 488/530 nm on avidin beads; hit rate 0.38% among 220,000; fluorescence (KMESF) at 10 µM; AID 1775; compound fluorescence 488/530 nm, flow cytometry; active compounds read high; in the data active = fluorescence above about 47; also: inactives centre near 10
GSH bead fluor = GSH bead compound fluorescence profile; GSH beads flow cytometry, compound fluorescence 488/530 nm; active compounds read high; hit rate 0.25% among 190,000; fluorescence (KMESF) at 10 µM; in the data active = fluorescence above about 89;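 also: glutathione beads carrying GST-tagged Bcl family fusion proteins plus one bare bead set; values are compound well signal with DMSO vehicle wells as background; inactives centre near 16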
RGS7-Gao reg = modulates binding of RGS7 to human Galphao | P09471 | Multiplexed bead flow cytometry; actives lie on both sides | binding response (% of control), % at 10 µM | hit rate 0.35% among 220,000 | AID 1439; in the data active = binding response below about 49% or above about 150%; inconclusive = no clear call, values can overlap the other calls; inactive = in between;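 also: fluorescent Galphao held in activated GDP-AlF4 state binding bead-coupled RGS7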
Bim-Bcl-B = inhibitors of Bim-Bcl-B interaction, human. inhibition, % at 10 µM. bead-based flow cytometry, Bim peptide-Bcl-B binding. hit rate 0.073% among 190,000. Q9HD36;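 also: 0% = tracer peptide without compound and 100% = reference inhibitor peptide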
Bim-Bcl-W = inhibitors of Bim-Bcl-W interaction, human. Q92843. bead-based flow cytometry, Bim peptide-Bcl-W binding. AID 952. hit rate 0.02% among 190,000. inhibition, % at 10 µM;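 also: 0% = bound tracer without compound and 100% = peptide blocker; higher means less fluorescent Bim peptide bound to Bcl-W beads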
Target sequence (Q92843 whole entry, looked up): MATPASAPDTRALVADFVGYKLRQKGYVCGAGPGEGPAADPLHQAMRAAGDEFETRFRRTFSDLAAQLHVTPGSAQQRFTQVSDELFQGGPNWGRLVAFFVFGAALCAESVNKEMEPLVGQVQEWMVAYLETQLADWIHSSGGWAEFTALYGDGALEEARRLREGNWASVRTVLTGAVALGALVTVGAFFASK
Bfl-1 Bim block = human Bim-Bfl-1 interaction inhibition; AID 1008; inhibition, % at 10 µM; Bead-based flow cytometry, Bim-Bfl-1 binding inhibition; Q16548; hit rate 0.12% among 190,000;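 also: 0% = wells without compound plus tracer and 100% = blocker peptide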
Bcl-XL Bim block = inhibitors of Bim-Bcl-XL interaction, human | Q07817 | Bim peptide-Bcl-XL binding, bead flow cytometry, fluorescence | inhibition, % at 10 µM | hit rate 0.04% among 190,000 | AID 1007
Target sequence (Q07817 whole entry, looked up): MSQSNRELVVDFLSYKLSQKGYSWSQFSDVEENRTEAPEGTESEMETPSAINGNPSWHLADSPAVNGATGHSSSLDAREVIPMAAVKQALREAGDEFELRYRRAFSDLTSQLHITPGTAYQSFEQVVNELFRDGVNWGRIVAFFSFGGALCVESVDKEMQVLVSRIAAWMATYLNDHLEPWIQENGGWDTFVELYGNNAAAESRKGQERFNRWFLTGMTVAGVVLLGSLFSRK
* hit, by the source's call; ? = inconclusive. Rule as the data show it, unless noted: active = inhibition above about 40%. No enrichment for hits; any-hit rate near 1.3%.

Sample of the layout:
Results follow in this order: ABCG2 inh	Bim-Bcl-2	ABCB1 block	RGS4-Gao reg	Avidin fluor	GSH bead fluor	RGS7-Gao reg	Bim-Bcl-B	Bim-Bcl-W	Bfl-1 Bim block	Bcl-XL Bim block
CN(Cc1ccno1)Cc1cn(C)nc1-c1ccc(Oc2ccccc2)cc1
 : -1	-3	-0.9	105	1	14	103	-5	-4	-3	-4
COc1ccc2[nH]c(C)c(CCN(Cc3cccs3)C(=S)Nc3cccc(F)c3)c2c1
 : 0	-9	0.3	97	5	17	98	-5	1	-5	-1

The whole of this part, repeating the preview:
Results follow in this order: ABCG2 inh	Bim-Bcl-2	ABCB1 block	RGS4-Gao reg	Avidin fluor	GSH bead fluor	RGS7-Gao reg	Bim-Bcl-B	Bim-Bcl-W	Bfl-1 Bim block	Bcl-XL Bim block
CN(Cc1ccno1)Cc1cn(C)nc1-c1ccc(Oc2ccccc2)cc1
 : -1	-3	-0.9	105	1	14	103	-5	-4	-3	-4
COc1ccc2[nH]c(C)c(CCN(Cc3cccs3)C(=S)Nc3cccc(F)c3)c2c1
 : 0	-9	0.3	97	5	17	98	-5	1	-5	-1
COc1cc(/C=C/C(=O)OCC(=O)Nc2ccc(NC(C)=O)cc2)cc(S(=O)(=O)N2CCc3ccccc32)c1OC
 : -4	-6	-0.7	101	12	15	?	-6	0	-9	-2
O=C(CNC(=O)c1ccc(Br)cc1)N/N=C/c1ccc[nH]1
 : 6	-3	0.9	102	11	21	103	-6	-6	-2	-4
Cc1ccc(S(=O)(=O)N2C(=S)SCC2(C)C)cc1
 : 8	-9	0.8	103	6	39	108	-8	0	-11	2
CCN(CC)Cc1c[nH]c2c(C(=O)OC)cccc12
 : 2	0	0.1	103	27	16	102	-4	-6	-4	-7
Cc1ccc(NC(=O)OCc2ccccc2S(C)=O)cc1 (stereo unspecified)
 : 6	-2	0.0	100	8	67	96	0	0	0	-2
CCOC(=O)CN1C(=O)S/C(=C/c2ccc(O)c([N+](=O)[O-])c2)C1=O
 : -5	-8	0.1	96	14	8	97	-8	-3	-16	-9
COCCCNC(=O)CCc1ccc(S(=O)(=O)Nc2ccc(C)cc2)cc1
 : 1	-1	0.4	102	11	6	107	1	-1	-2	-1
O=C(NCc1ccc2c(c1)OCO2)c1nnc(Cc2ccc(Cl)cc2)o1
 : -1	-3	-0.2	103	6	14	100	-5	-5	-5	-7
CCCOc1ccc(N2C(=O)CC(NCc3ccncc3)C2=O)cc1 (stereo unspecified)
 : 4	0	0.8	101	9	11	101	-1	0	0	0
CCCC(=O)c1cc(F)c(N2CCOCC2)cc1C
 : 3	1	1.0	91	13	13	98	-3	0	-1	0
CC(C)(C)c1ccc(OCC(=O)NCCN2CCCC2)cc1
 : 0	-6	0.1	108	9	11	106	-1	1	-9	-1
Cc1cccc(C2CC(c3ccc(Cl)cc3)Nc3nc(N)nn32)c1 (stereo unspecified)
 : 2	-6	0.1	101	5	25	101	-6	4	-6	-3
CCc1ccc(NC(=O)CCn2c(=O)oc3ccccc32)cc1
 : 34	-12	0.8	99	29	23	101	-11	-4	-21	-11
Cc1ccc(-c2nnn(CC(=O)N(c3ccccc3)C(C(=O)NCC3CCCO3)c3ccc(F)cc3)n2)o1 (stereo unspecified)
 : 2	-5	0.4	104	8	22	99	-7	-4	-10	-5
Cc1ccc(NC(=S)N2CCC(c3ccccc3)C2)c(Cl)c1 (stereo unspecified)
 : 8	-2	1.0	101	5	16	92	-8	-3	-6	-2
Nc1nc(SCC(=O)Nc2ccccc2-c2ccccc2)n[nH]1
 : -3	-2	-6.6	96	8	28	97	-18	-5	3	-4
CCSC1=NCCN1C(=O)c1ccc(S(=O)(=O)N(C)C)cc1
 : 0	-2	0.3	100	7	11	94	0	0	-5	3
Nc1ccc(S(=O)(=O)C(F)(F)F)cc1N
 : 1	-2	0.2	96	9	16	?	-5	-1	0	-1
Cc1cn(-c2ccc(Br)cc2)[nH]c1=O
 : 7	-5	0.3	104	11	25	102	-4	3	-12	-2
C(=N\N1CCN(C2c3ccccc3-c3ccccc32)CC1)/c1cccnc1
 : 0	4	0.2	101	8	30	100	2	0	-1	2
CN1CCc2nc(SCC(=O)Nc3ccc(OC(F)(F)F)cc3)c(C#N)c(-c3cccs3)c2C1
 : 1	2	0.6	102	15	17	94	-10	2	9	-3
Cc1ccc(-c2nn(-c3ccccc3)cc2CN(Cc2ccccc2)C(=O)c2ccco2)o1
 : 5	-4	3.5	93	6	14	97	-2	6	-4	2
CCn1nnnc1SCC(=O)Nc1ccc(OCc2ccccc2)cc1
 : 12	-11	-0.3	101	28	22	100	-7	-4	-25	-7
CN(C)c1nc(SCc2ccc(Cl)cc2)nc2c1CCCC2
 : 5	1	0.4	96	16	19	96	-2	2	0	0
COc1cc(/C=C/C(=O)c2ccc(C)c([N+](=O)[O-])c2)cc(OC)c1O
 : 0	-5	0.2	101	13	12	101	-5	1	1	-4
Cc1ccc(C(=O)CCNc2ccccc2)o1
 : 0	-8	-0.1	91	9	29	93	-12	-2	-17	1
Cc1ccsc1/C=N/NC(=S)NCc1ccccc1
 : 3	0	1.0	100	7	14	?	-6	-2	-3	-3
COC1OC(COC(=O)CNC(=O)OC(C)(C)C)C(O)C(O)C1O (stereo unspecified)
 : 8	-4	1.1	99	5	15	100	-9	-6	-2	-5
CCOC(=O)C1CCN(C(=O)C2c3ccccc3C(=O)N(C)C2c2ccc(OC)cc2)CC1 (stereo unspecified)
 : 11	4	2.8	115	7	13	116	3	1	2	4
CCCN1Cc2cccc(C(=O)N3CCN(c4cc(Cl)ccc4C)CC3)c2C1=O
 : 1	-6	-0.6	98	8	17	100	-3	1	-7	-4
Cc1ccc2nc(/C(C#N)=C/c3cn[nH]c3-c3ccc(F)cc3)[nH]c2c1
 : 1	-3	0.4	100	8	21	100	-1	0	-1	0
CN(CC1CCCO1)S(=O)(=O)c1ccc(C(=O)Nc2nc(-c3ccccn3)cs2)cc1 (stereo unspecified)
 : 1	-6	0.8	100	7	27	97	-10	0	-10	-4
COc1cc(C)nc(Oc2ccc(OCc3ccccc3)nn2)n1
 : 1	-8	0.2	105	6	39	99	-7	0	-7	-10
COc1ccc(NC(=O)COC(=O)C2=COCCO2)cc1OC
 : 1	-3	-0.1	102	10	14	97	-2	-3	-8	-1
Cc1ccc2c(c1)C(=O)CCN2
 : 1	-6	0.3	104	6	6	101	-5	2	-14	1
CCC(=O)Nc1nc2c(s1)COc1ccccc1-2
 : 4	2	0.5	94	3	15	93	0	0	-1	-3
COc1ccccc1CNC(=O)COc1ccc(C)nc1[N+](=O)[O-]
 : 36	-3	-0.1	96	7	13	94	-8	-4	-6	-5
c1ccc(CNc2ncnc3scc(-c4cccs4)c23)nc1
 : 6	-5	1.0	94	10	11	91	-6	0	-5	-6
O=C(N/N=C/c1cn(-c2ccccc2)nc1-c1cc2ccccc2o1)c1ccncc1
 : 6	0	22	89	9	23	85	1	-1	0	-3
Cc1ccc(C(=O)CSc2nnc(CNc3ccc(F)cc3)o2)cc1
 : 1	-3	-2.1	106	9	15	103	-7	-3	-5	-4
COc1cccc(NC(=O)CSc2nnc(-c3ccoc3C)n2CC2CCCO2)c1 (stereo unspecified)
 : 14	0	1.5	98	11	28	98	3	0	-2	3
Cc1ccc(S(=O)(=O)NCCC(=O)NCCN2CCCCCC2)cc1
 : 1	-6	0.1	99	7	12	109	-6	-3	-12	-7
COc1ccccc1CNC(=O)CSc1ccccc1
 : 20	-2	1.6	104	9	8	111	0	0	-3	0
Cc1ccc(NC(=O)C(NC2CCCC2)c2ccccc2)cc1Cl (stereo unspecified)
 : 7	-5	6.7	97	5	13	97	-3	-3	-4	-6
CC(C)CCNC(=O)Cn1c2c(c(-c3ccccc3Cl)cc1=O)CCC2
 : 1	10	0.4	99	6	16	101	9	6	0	-1
Cc1cc2ncn(C(=O)c3cc(-c4ccccc4)nc4ccccc34)c2cc1C
 : 9	-5	-2.1	99	13	11	98	-7	-6	0	-6
COc1ccc(/C=N/OCC(=O)N=Nc2c(O)[nH]c3ccc(Br)cc23)cc1OC
 : -5	-4	0.1	101	13	0	99	-5	-4	0	-5
COCCN(C(=O)CSc1nc2ccc(C)cc2[nH]1)c1c(N)n(Cc2ccccc2)c(=O)[nH]c1=O
 : 1	-3	1.1	97	5	22	98	-6	2	-3	-5
COc1ccc(-c2noc(COc3ccc4ccccc4c3Br)n2)cc1OC
 : 1	-2	0.0	100	28	22	98	-5	2	-8	-1
Cc1cccc(C)c1Nc1nnc(SCC(=O)NC2CCS(=O)(=O)C2)s1 (stereo unspecified)
 : -1	-5	0.0	101	2	6	101	-11	-5	-2	-3
CC1(C(=O)NC2CCCC2)CCC(=O)N1Cc1ccc2c(c1)OCO2 (stereo unspecified)
 : 5	2	0.1	99	15	18	103	-3	-3	-3	-3
CCCOc1ccc(N2C(=O)CC(N(CCc3ccc(OC)c(OC)c3)C(=S)Nc3ccccc3)C2=O)cc1 (stereo unspecified)
 : -2	2	-0.9	102	2	9	102	-2	0	0	-3
O=C(NC(NC(=S)Nc1ccccc1C(=O)O)C(Cl)(Cl)Cl)c1ccccc1 (stereo unspecified)
 : 1	3	0.5	99	21	25	104	-26	1	9	-7
CSc1ccc(CN(C)CC(=O)NCc2ccccc2)cc1
 : 0	0	0.1	101	5	10	97	0	0	-4	-2
N#Cc1nc(COc2ccc(F)cc2)oc1N1CCC(Cc2ccccc2)CC1
 : 4	-6	0.7	101	28	16	101	1	0	-2	-3
COCc1cc(C)nc(OC)c1C(N)=O
 : 3	-3	0.2	101	10	11	89	-3	0	-3	-1
O=c1c2ccccc2nc2c3ccccc3c(NCCO)nn12
 : 5	6	-0.5	100	10	4	98	20	17	1	28
CCn1c(COc2ccc(C)cc2)nnc1SCc1nc2ccccc2[nH]1
 : 1	-3	1.0	101	32	17	105	-14	-6	-2	-6

(next part)
Results follow in this order: ABCG2 inh	Bim-Bcl-2	ABCB1 block	RGS4-Gao reg	Avidin fluor	GSH bead fluor	RGS7-Gao reg	Bim-Bcl-B	Bim-Bcl-W	Bfl-1 Bim block	Bcl-XL Bim block
Cc1sc(-n2c(C)cc(C=O)c2C)c(C(=O)O)c1C
 : 0	-2	0.0	108	6	15	112	-5	1	-9	-2
CCCN(CCC)C(=O)Cn1c(=O)n(CCCC(=O)NCc2ccco2)c(=O)c2sccc21
 : 2	-1	0.4	100	13	11	101	-3	1	0	-1
COc1ccc(CN2CCN(c3cccc(C)c3C)CC2)cc1OC
 : 1	-7	0.4	101	11	54	99	-7	3	-9	3
COc1ccc(C(=O)Nc2cc(C(=O)O)cc(C(=O)O)c2)cc1Cl
 : 2	-2	0.2	104	11	16	105	2	2	0	0
CCn1c(=O)c(=O)[nH]c2cc(C(=O)N3CCN(Cc4ccc5c(c4)OCO5)CC3)ccc21
 : 1	-1	0.8	100	8	15	?	-5	0	-5	-2
COc1cccc(Nc2cc(N3CCOCC3)c3nonc3c2[N+](=O)[O-])c1
 : 21	-12	3.6	99	13	30	98	-9	0	-17	-6
Nc1nc2ccc(C(=O)NC3CCCCC3)cc2s1
 : 7	-10	1.0	93	9	24	91	-8	0	-12	3
Cc1cccnc1NC(=O)CSc1nnc(COc2ccc(C(C)C)cc2)n1C
 : -7	0	1.0	97	3	13	100	-2	-4	-1	-5
COC(=O)CN(c1cccc(C(C)=O)c1)S(C)(=O)=O
 : 6	-10	0.6	101	22	25	102	-8	0	-19	-3
